# NF-kB neuron act – raises NF-kB expression in human neuronal cells. NF-kB reporter expression; active compounds read high. fold change at 12.5 µM. 190,000 tested, 1.6% active. AID 1239; in the data active means fold change above about 3.3
# STAT3 act – STAT3 signaling activation; U3A cells, IL-6 STAT3-luciferase reporter, luminescence; 100% = signal with IL-6 EC80 alone; activation (% of control), % at 5.6 µM; 190,000 tested, 0.91% active;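 active means activation above the screen-wide mean of compound activation plus 3 SD, cut at about 130% in these data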;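 further: 0% = background luminescence of wells with medium and substrate only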
#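 Detection: reporter luminescence signal / Assay system: STAT1-lacking human U3A cells, STAT3 luciferase reporter / Incubation: compound pre-incubation 1 h before IL-6, then 6 h stimulation at 37 °C / Control set: IL-6-only high control / Read-out: % activation relative to IL-6 control / Probe or stimulus: Interleukin-6, 33 ng/mL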
# STAT1 activator – STAT1 signaling activation; NIH 3T3 STAT1-luciferase reporter, IFN-gamma, luminescence; 100% = IFN-gamma alone, no compound; activation (% of control), % at 5.5 µM; 200,000 tested, 2.6% active; AID 932;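 active means activation above the screen-wide mean activation plus 3 SD, cut at about 130% in these data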;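 further: raw ratio to IFN-gamma control signal so 100% means no change and 0% no light; values of inactives mirror those of a sister screen read the other way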
# APP 5'UTR act – activates APP 5'UTR luciferase reporter | activation, % at 2 µM | AID 1276 | 190,000 tested, 1% active | SH-SY5Y APP 5'UTR luciferase reporter, luminescence; zero percent = DMSO vehicle wells;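 active means activation above a set limit, based on mean plus 3 SD of controls, cut at about 140% in these data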; further: values of inactives mirror those of a sister screen read the other way
# Efa HMGR inh – E. faecalis class II HMG-CoA reductase inhibition; purified E. faecalis HMGR, NADPH absorbance 340 nm kinetic; inhibition, % at 10 µM; 190,000 tested, 0.41% active;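 active means inhibition above a set limit, the median over all tested compounds plus 3 SD, cut at about 9.5% in these data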;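 further: enzyme runs in reverse so mevalonate oxidation gives rising NADPH absorbance; 0% = complete reaction with DMSO and 100% = background rate lacking mevalonate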
# STAT3 inh – reduces IL-6 driven STAT3 reporter signal. U3A cells, IL-6 STAT3-luciferase reporter, luminescence; host cell line lacks STAT1. inhibition, % at 5.5 µM. 190,000 tested, 0.89% active. AID 862;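 active means inhibition above the mean inhibition across all screened compounds plus 3 SD, cut at about 44% in these data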;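 further: 0% = DMSO only wells and 100% = 100 µM nifuroxazide control wells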
# STAT1 blocker – inhibitors of IFN-gamma induced STAT1 signaling; NIH 3T3 STAT1-luciferase reporter, luminescence; inhibition, % at 5.5 µM; 200,000 tested, 0.35% active;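 active means inhibition above a set limit, the mean inhibition across all tested compounds plus 3 SD, cut at about 34% in these data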;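 further: 0% = IFN-gamma with DMSO and 100% = IFN-gamma with 300 µM nifuroxazide; values of inactives mirror those of a sister screen read the other way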
# Hsp70 activator – switches on Hsp70 transcription; 200,000 tested, 0.04% active; HeLa Hsp70 promoter luciferase reporter, luminescence; scaled: vehicle 0, proteasome-inhibitor control 100%; activation, % at 10 µM;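 active means activation above the mean across all tested compounds plus 3 SD, cutoff set per campaign, cut at about 5.5% in these data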;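 further: 100% = MG132 at 30 µM as the positive control and 0% = DMSO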
# TLR4 MyD88 comp – TLR4-MyD88 interaction inhibition in cells; O00206+Q99836; HeLa CL3-4 TLR4/MyD88 BLA complementation, FRET ratio; inhibition, % at 8.4 µM; 200,000 tested, 0.18% active; in the data active means inhibition above about 25%;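 further: 0% = vehicle and 100% = reference inhibitor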
# Target sequence (O00206 whole entry, looked up): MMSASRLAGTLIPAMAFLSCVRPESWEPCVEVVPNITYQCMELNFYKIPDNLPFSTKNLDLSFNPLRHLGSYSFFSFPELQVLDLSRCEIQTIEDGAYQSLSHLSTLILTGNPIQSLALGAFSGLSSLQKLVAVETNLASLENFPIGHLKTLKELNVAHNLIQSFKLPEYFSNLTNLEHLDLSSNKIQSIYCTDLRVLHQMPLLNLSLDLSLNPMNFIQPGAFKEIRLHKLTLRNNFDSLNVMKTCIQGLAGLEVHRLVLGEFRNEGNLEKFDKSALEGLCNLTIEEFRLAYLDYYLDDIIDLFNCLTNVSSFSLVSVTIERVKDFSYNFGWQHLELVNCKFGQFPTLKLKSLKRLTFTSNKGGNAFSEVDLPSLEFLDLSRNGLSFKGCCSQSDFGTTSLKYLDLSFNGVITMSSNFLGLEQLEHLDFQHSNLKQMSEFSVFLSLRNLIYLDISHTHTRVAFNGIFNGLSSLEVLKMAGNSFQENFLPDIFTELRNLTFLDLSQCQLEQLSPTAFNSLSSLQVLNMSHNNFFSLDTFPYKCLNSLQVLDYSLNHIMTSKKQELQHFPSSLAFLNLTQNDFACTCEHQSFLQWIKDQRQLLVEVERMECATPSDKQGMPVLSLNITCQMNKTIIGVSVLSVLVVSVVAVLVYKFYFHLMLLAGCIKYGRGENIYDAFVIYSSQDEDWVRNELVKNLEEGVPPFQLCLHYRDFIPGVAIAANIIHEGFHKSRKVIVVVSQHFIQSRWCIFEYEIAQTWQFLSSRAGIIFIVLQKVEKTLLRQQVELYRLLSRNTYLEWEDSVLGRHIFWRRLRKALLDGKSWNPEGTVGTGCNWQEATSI
# Target sequence (Q99836 whole entry, looked up): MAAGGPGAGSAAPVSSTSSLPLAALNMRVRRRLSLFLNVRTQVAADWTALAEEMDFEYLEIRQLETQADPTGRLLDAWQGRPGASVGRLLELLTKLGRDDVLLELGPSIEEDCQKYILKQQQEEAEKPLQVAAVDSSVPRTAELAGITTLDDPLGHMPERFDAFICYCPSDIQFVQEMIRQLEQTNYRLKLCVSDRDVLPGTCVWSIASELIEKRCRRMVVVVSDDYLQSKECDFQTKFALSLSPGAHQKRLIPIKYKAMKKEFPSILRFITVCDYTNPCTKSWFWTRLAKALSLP
# DTT redox prof – compounds producing H2O2 with reducing agent – biochemical, NIH compound library profiling, artefact control for MLSCN library redox annotation, primary screen | AID 878 | activation, % at 10 µM | DTT-dependent redox cycling H2O2, phenol red/HRP absorbance; 100% = 100 µM peroxide control, 0% = buffer | 200,000 tested, 0.03% active;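 active means activation of at least 50% relative to the plate's high and low controls in the primary single-dose screen; inactive means activation below 50%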;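 further: compound incubated with DTT at 0.8 mM final as the reducing agent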
# The depositor's hits bear a star; nt = not tested or not shown.
SMILES	DTT redox prof	STAT1 activator	STAT3 act	TLR4 MyD88 comp	Hsp70 activator	STAT1 blocker	STAT3 inh	NF-kB neuron act	APP 5'UTR act	Efa HMGR inh
O=C(COc1ccccc1)n1nc(-c2ccc(Cl)cc2)nc1NCc1ccco1	3.8	143*	111	-1	0.4	-47	-13	1.8	54	2
CC(C)(C)n1nc2c(c1NC(=O)c1cc3ccccc3o1)CSC2	-0.1	97	100	-5	-0.3	1	10	0.81	0	-2
Cc1cc(C)c(S(=O)(=O)n2ccc(-c3ccc(OCCN(C)c4ccccn4)cc3)n2)c(C)c1	3.6	104	94	-10	-0.3	-5	10	0.94	1	3
CCCC1C(c2ccco2)NC(c2ccco2)CC1(C)O (configuration not stated)	0.2	97	100	9	-0.1	4	4	0.78	8	2
N#CCCn1c(C(C#N)(CCC#N)CCC#N)nc2ccccc21	-2.5	109	104	12	-0.3	-8	2	1.1	-5	-5
Cn1c(N)c(C(=O)COC(=O)c2ccc(S(=O)(=O)N3CCCCC3)cc2)c(=O)n(C)c1=O	-1.2	96	96	-1	-0.2	1	6	0.97	14	0
COC(=O)c1ccccc1OC(=O)c1cc[n+]([O-])cc1	0.0	97	107	6	-0.3	2	0	1.1	30	1
COc1cccc(-n2c(-c3ccco3)nc3nc4ccccc4nc32)c1	0.9	100	85	-1	-0.2	0	21	1	-6	-4
C#CCn1c(S(=O)(=O)Cc2ccc(OC)cc2)nc(-c2ccccc2)c1-c1ccccc1	-3.8	99	105	-7	0.0	1	0	1.1	4	-3
CCOP(=O)(OCC)c1nc(-c2cccc3ccccc23)oc1N1CCCCC1	-0.3	101	99	-34	0.6	-3	10	0.65	-4	-3
COc1cccc(C(C(=O)NC2CCCCC2)N(C(=O)c2ccco2)c2ccc(-n3cnnn3)c(C)c2)c1 (configuration not stated)	0.3	95	111	12	-0.3	7	-9	1.1	8	-8
COc1ccc(/C=N/NC(=O)CSCC(=O)Nc2ccccc2)cc1OC	0.1	107	105	-5	-0.4	-8	-6	1.1	-9	-1
Cc1ccc(NC(=S)NNc2ncc(C(F)(F)F)cc2Cl)cc1	0.0	88	87	-16	-0.7	13	19	1.1	-13	-1
CCOc1ccc(C(CC(=O)O)NC(=O)C23CC4CC(CC(C4)C2)C3)cc1OC (configuration not stated)	0.0	94	115	15	-0.2	5	-5	0.93	19	-9
COc1ccc(CCN(C)CCC(=O)Nc2ccc(C)cc2)cc1OC	-0.8	93	94	-1	-0.3	8	9	1.4	-3	-5
CC(C)CC(c1nnnn1CC1CCCO1)N1CCN(c2nc3ccccc3s2)CC1 (configuration not stated)	-2.4	95	98	20	0.0	7	9	0.76	0	-3
O/N=C(\c1ccc(Cl)cc1Cl)c1ncc(C(F)(F)F)cc1Cl	0.3	96	98	7	-0.1	4	7	1.2	6	5
O=C(NC1CCCc2ccccc21)C1CCN(S(=O)(=O)c2cccc3nsnc23)CC1 (configuration not stated)	1.0	101	102	-7	0.1	-1	3	1	-2	-5
CCC(=O)Nc1nc(C)c(-c2csc(Nc3ccc(S(=O)(=O)Nc4cc(C)on4)cc3)n2)s1	0.3	100	104	-10	-0.4	0	-6	1.3	4	-2
COc1cc(C)nc(NC(=O)COc2ccc(Cl)cc2C)n1	2.1	116	92	-9	-0.3	-17	14	1.7	-1	1
CC1(C)C2CCC1(CS(=O)(=O)Nc1ccc(S(=O)(=O)N3CCCCC3)cc1)C(=O)C2 (configuration not stated)	0.4	98	101	-7	0.9	2	-2	0.8	0	-4
CCCCCC(=O)Oc1cccc(N2C(=O)C3CCCCC3C2=O)c1 (configuration not stated)	0.0	92	106	-2	-0.2	8	-3	1.1	1	-4
CS(=O)(=O)Nc1ccc(C(=O)Nc2ccccc2Sc2ccccc2)cc1	0.3	92	107	-7	0.0	9	-9	0.91	12	-3
Nc1nc(NCc2ccco2)nn1-c1ccccc1	0.4	111	147*	13	0.0	-13	-53	1.6	2	-5
CC1CCN(CCCCOc2ccc(C(=O)c3ccccc3)cc2)CC1	0.1	97	106	4	-0.3	3	-1	0.91	10	5
Cc1cnc(C)c(N2CCN(Cc3nc(-c4ccccc4)no3)CC2)n1	-0.4	103	99	-19	-0.3	-5	5	1.2	-14	-5
CN1CCC(OC(=O)c2ccco2)CC1	-0.8	105	96	22	0.1	-7	8	1.2	-1	-2
COc1ccc(NC(=O)OC(CN2CCCCC2)C(F)(F)F)cc1 (configuration not stated)	-5.0	88	99	-3	0.2	13	3	2.3	9	0
COCc1c(Br)c(C)nc(OCC(=O)N/N=C/c2cc(C)n(-c3ccc([N+](=O)[O-])cc3)c2C)c1C#N	0.3	100	97	17	-0.1	1	3	0.61	-15	1
S=c1[nH]nc(-c2ccccn2)n1/N=C/c1ccc(Br)s1	1.2	97	100	2	-0.4	4	-4	1.1	-11	-3
C=CC#CC[N+]1(CC#Cc2ccccc2)CCOCC1	-0.6	88	88	1	-0.5	13	17	0.95	-5	0
CN(c1cccc(NC(=O)c2ccccc2N(C)S(=O)(=O)c2ccccc2)c1)S(C)(=O)=O	0.1	99	105	-3	-0.1	1	-3	1.3	-3	1
COc1ccc(C2C(C(=O)c3sc(C)nc3C)=C(O)C(=O)N2CCN(C)C)cc1OC (configuration not stated)	2.1	100	107	5	-0.3	0	-4	1.1	0	0
COC(=O)c1cc(OC)c(OC)cc1NC(=O)c1cccc(C)c1	0.6	112	84	-7	-0.5	-14	21	1.1	-11	-4
C=CCn1cc(C(=O)N2CCN(C)CC2)c(=O)c2cc(S(=O)(=O)N3CCCC3)ccc21	0.2	107	101	-11	-0.1	-8	7	1.3	15	2
CCn1c(SCC(=O)N2CCCc3ccccc32)nnc1-c1cccs1	0.4	100	96	1	0.2	-4	7	1	4	-3
CCOCCCNCc1ccc(OCCC(C)C)c(OC)c1	-0.9	103	106	11	0.1	-3	0	0.94	17	0
COc1ccc2nc(NC(=O)c3ccc(Br)s3)sc2c1	-0.2	158*	97	-7	-0.2	-66	4	2.3	136*	1
CCCCN1C(=O)C2Cc3c([nH]c4ccccc34)CN2C1=S (configuration not stated)	-0.9	104	84	9	-0.4	-5	21	2.8	38	-1
Cc1nnc(SCC(=O)N2CC(=O)Nc3ccccc32)n1C	0.3	96	100	-3	-0.1	5	0	1.3	1	0
Cc1ccccc1NC(=S)Nc1ccc(Br)cc1	0.8	98	98	2	-0.3	3	1	0.98	7	-7
CCOC(=O)c1cc2sccc2n1CC(=O)OC	-0.2	91	97	7	-0.4	6	3	1.1	nt	-2
CN(c1ccccc1C(=O)N1CCN(c2ccccc2)CC1)S(C)(=O)=O	0.5	107	108	4	-0.6	-7	-8	1.2	1	-4
CCSC1=NSC2=NC(=O)/C(=C\c3coc4ccccc4c3=O)C(=N)N12	0.1	97	106	8	0.0	6	-10	1.1	-4	-2
COc1ccc(Cn2c(=O)[nH]c3cc(C(=O)N4CCN(c5ccccn5)CC4)ccc3c2=O)cc1	0.9	91	99	4	0.3	9	7	1.4	19	-6
CN1/C(=C\C(=O)c2cccc(S(=O)(=O)N3CCCCC3)c2)C(C)(C)c2ccccc21	2.3	99	107	10	-0.3	1	-8	0.64	3	-6
COc1ccc(CN(C(C)=O)c2cccc(C)c2C)cc1	-0.3	100	94	15	0.2	5	10	0.97	10	-1
CC(C)CCN1CC(C(=O)N2CCN(c3ccc(F)cc3)CC2)CC1=O (configuration not stated)	2.2	104	96	-3	-0.2	-4	11	1	nt	-7
COC(=O)c1cc(OC)c(OC)cc1NC(=O)c1ccc(OC)cc1	-8.0	105	94	1	0.0	-5	15	1.5	15	-8
O=C(CSc1ncnc2ccccc12)NCCCO	3.5	95	104	7	-0.3	5	0	1.4	7	5

# Other compounds follow:
SMILES	DTT redox prof	STAT1 activator	STAT3 act	TLR4 MyD88 comp	Hsp70 activator	STAT1 blocker	STAT3 inh	NF-kB neuron act	APP 5'UTR act	Efa HMGR inh
COc1ccc(/C=N/NC(=O)C(=O)/C=C2\NC3(CCCC3)Cc3ccccc32)cc1	0.3	94	107	2	-0.2	7	-6	0.71	-2	-3
Cc1cccc2c(SCC(=O)NCC3CCCO3)nc(-c3ccc(F)cc3)nc12 (configuration not stated)	3.9	100	107	2	-0.1	0	-2	1.2	1	2
CCc1cc(=O)oc2cc(C)cc(OCc3nn[nH]n3)c12	3.4	95	101	2	0.0	6	6	1.1	nt	-2
CC(C(=O)NCCN1C(=O)S/C(=C\c2cccs2)C1=O)N1C(=O)c2ccccc2C1=O (configuration not stated)	0.1	97	103	3	-0.3	3	0	1.2	-5	-3
Cc1cc(N/C=C\c2nnnn2-c2ccccc2)no1	-0.2	115	98	-24	0.2	-17	0	1.6	-10	3
CCOC(=O)CSc1nc(C)cc2c1C(=O)OC2	0.5	99	103	8	-0.3	0	-1	1.4	-5	1
Cc1c(C=O)c2ccccc2n1CC(=O)O	-0.6	95	103	3	-0.1	4	-1	1	4	-2
Cc1ccc(-c2cc(=O)c3cc(Cl)ccc3[nH]2)cc1	-0.5	143*	nt	-9	0.7	-44	nt	1.8	138*	4
Fc1cccc(Cl)c1Cn1nnc(-c2ccc3c(c2)OCO3)n1	1.9	119	102	-4	-0.2	-21	1	3.6*	68	-1
O=C(CSc1nnc2scc(-c3ccccc3)n12)NCc1ccc2c(c1)OCO2	2.7	104	106	0	0.1	-4	-3	0.92	17	-4
CC(C)C(OC(=O)c1cccs1)C(=O)NCc1ccc2c(c1)OCO2 (configuration not stated)	-1.4	95	95	5	-0.1	3	8	1.4	21	-4
Cc1cc([N+](=O)[O-])nn1CC(=O)Nc1ccc(Cl)cn1	1.6	95	81	-7	0.1	3	28	1.4	9	1
O=C1NCCCc2nc(Oc3ccccc3)sc21	-0.1	98	99	2	0.1	2	6	1.1	-4	-4
N#CC1=C(N)Oc2cc(O)ccc2C1c1ccccc1 (configuration not stated)	-2.7	105	96	-2	-0.1	-4	9	1.1	0	1
O=S(=O)(CC(CN1CCCCC1)N1CCCCC1)c1ccc2ccccc2c1 (configuration not stated)	-0.3	65	104	7	0.5	35*	2	2.3	-42	-7
O=C(Cn1cc(C(F)(F)F)ccc1=O)N/N=C/c1ccccc1	0.3	102	96	8	0.1	-3	12	1.1	15	-7
Cc1cc(C(=O)NCCc2ccc(S(N)(=O)=O)cc2)no1	-1.1	113	105	-4	-0.3	-16	0	0.98	-17	1

# With a hit mark in STAT3 act, of those listed so far:
molecule,DTT redox prof,STAT1 activator,STAT3 act,TLR4 MyD88 comp,Hsp70 activator,STAT1 blocker,NF-kB neuron act,APP 5'UTR act,Efa HMGR inh
Nc1nc(NCc2ccco2)nn1-c1ccccc1,0.4,111,147*,13,0.0,-13,1.6,2,-5

# 2 compounds drawn at random from the list so far:
SMILES	DTT redox prof	STAT1 activator	STAT3 act	TLR4 MyD88 comp	Hsp70 activator	STAT1 blocker	STAT3 inh	NF-kB neuron act	APP 5'UTR act	Efa HMGR inh
CC(C(=O)NCCN1C(=O)S/C(=C\c2cccs2)C1=O)N1C(=O)c2ccccc2C1=O (configuration not stated)	0.1	97	103	3	-0.3	3	0	1.2	-5	-3
O=C(CSc1nnc2scc(-c3ccccc3)n12)NCc1ccc2c(c1)OCO2	2.7	104	106	0	0.1	-4	-3	0.92	17	-4

# Screening data (PubChem)
